Source: PubChem BioAssay (NCI)
All columns: NCI-60 one-dose screen, growth in % after 48 h at 10 µM unless noted; 100 = growth as untreated, 0 = no growth, -100 = all killed.
COLO 205: COLO 205 colon cancer; 79,000 compounds, 7.3% hits
HT29: HT29 colon cancer; 81,000 compounds, 7.4% hits; AID 1794748
A498: A498 renal cancer cells. AID 1794774. 76,000 compounds, 5.4% hits
KM12: KM12 colon cancer cells. 82,000 compounds, 5% hits. AID 1794800
HCT-116: HCT-116 colon cancer | 82,000 compounds, 7.3% hits
HCC-2998: HCC-2998 colon cancer | AID 1794799 | 79,000 compounds, 4.7% hits
HCT-15: HCT-15 colon cancer | 82,000 compounds, 5.2% hits | AID 1794746
SW-620: SW-620 colon cancer | 82,000 compounds, 5.2% hits | AID 1794795
SNB-75: SNB-75 CNS cancer; 79,000 compounds, 5% hits; AID 1794750
Starred values were filed as active, the others as inactive; nt = no result given; & = joins results of further samples; [ ] = remark or other dose. How the source made its calls: active means growth percent below 10; inactive means the rest.

A first look (two entries):
smiles,COLO 205,HT29,A498,KM12,HCT-116,HCC-2998,HCT-15,SW-620,SNB-75
O=C1Nc2c(ccc(Cl)c2Cl)/C1=C/c1cc(Br)c(O)c(Br)c1,79,57,49,32,58,69,52,36,70
Cc1ccc(NC(=O)N/N=c2\cc(C)c3ccc(O)cc3o2)cc1,108,106,108,102,91,104,107,106,105

The list itself (from the top)
smiles,COLO 205,HT29,A498,KM12,HCT-116,HCC-2998,HCT-15,SW-620,SNB-75
O=C1Nc2c(ccc(Cl)c2Cl)/C1=C/c1cc(Br)c(O)c(Br)c1,79,57,49,32,58,69,52,36,70
Cc1ccc(NC(=O)N/N=c2\cc(C)c3ccc(O)cc3o2)cc1,108,106,108,102,91,104,107,106,105
CCOC(=O)c1ccccc1OCc1ccccc1,99,97,100,96,112,94,102,97,95
CSC[C@H](NC(=O)COc1cccc2cnccc12)C(=O)NC(Cc1ccccc1)C(O)C(=O)N1CSC[C@H]1C(=O)NC(C)(C)C (some centres not stated),106,108,96,116,121,108,96,105,-20*
CCOC(=O)c1c(C)nc2c(c1N)CC(=O)N2[C@@H](C)c1ccc(OC)cc1,72,78,72,89,69,101,84,78,61
O=C(O)c1ccc(-n2cc(/C=N/Nc3c(F)c(F)cc(F)c3F)c(-c3ccc(O)cc3)n2)cc1,112,102,98,98,84,103,85,99,78
O=C(N/N=C\c1ccc([N+](=O)[O-])cc1)C1CC1,113,112,102,104,94,102,109,111,101
CCOC(=O)c1c(Nc2ccccc2)nn2c(-c3ccc(Cl)cc3)ccnc12,82,84,nt,89,61,91,78,84,88
O=[N+]([O-])c1ccc(N2CCCCC2)nc1,125,98,100,130,105,113,107,99,91
CCOC(=O)CCC1=C(CCC(=O)OC)C(C)=N/C1=C\c1[nH]c(-c2ccc[nH]2)cc1OC,81,48,86,57,58,83,53,64,114
CCOc1ccc2cc(-c3nn(CC4CCNCC4)c4ncnc(N)c34)ccc2c1,15&93,18&70,37&73,12&14,16&80,49&110,30&82,37&92,25&53
O=C1NC(=S)NC(=O)C1=Cc1ccc(OCC(=O)N2CCOCC2)cc1,102,112,84,109,114,99,107,100,89
Cc1[nH]n(-c2ccccc2)c(=O)c1C=Nc1ccc(Br)cc1,79,88,108,49,58,87,66,67,101
CC/C=C\CO[C@H]1Cc2cc3ccc(=O)oc3cc2OC1(C)C,106,94,92,104,87,108,92,99,93
CCC(=O)OC1C(OC2C(C)C(OC3CC(C)(OC)C(O)C(C)O3)C(C)C(=O)OC(CC)C(C)(O)C(O)C(C)C(=O)C(C)CC2(C)O)OC(C)CC1N(C)C (configuration not stated),109,105,82,110,101,108,94,111,86
CC(=O)OC[C@]12CC[C@@H](c3cn(Cc4ccc(Cn5cc([C@@H]6CC[C@]7(COC(C)=O)CC[C@]8(C)[C@H](CC[C@@H]9[C@@]%10(C)CC[C@H](OC(C)=O)C(C)(C)[C@@H]%10CC[C@]98C)[C@@H]67)nn5)cc4)nn3)[C@@H]1[C@H]1CC[C@@H]3[C@@]4(C)CC[C@H](OC(C)=O)C(C)(C)[C@@H]4CC[C@@]3(C)[C@]1(C)CC2,105,97,105,106,109,104,102,106,105
COc1cc(/C=C\c2cc(/C=C\c3ccc(O)c(OC)c3)n(C(=O)COc3ccccc3)n2)ccc1O,79,-33*,11,9.0*,3.7*,35,9.6*,7.4*,23
Oc1cc(-c2nc3ccccc3o2)c(O)cc1-c1nc2ccccc2o1,106,112,121,112,111,96,102,101,94
Fc1ccc(-c2ccc3c(NCc4ccccn4)nc(N4CCOCC4)nc3c2)cc1,110,91,104,96,93,109,87,108,90
COc1ccc(C(C)=O)c(C)c1OC,116,112,93,101,111,97,110,104,102
N#CC1=C(c2ccccc2)Nc2c(c(-c3ccccc3)nn2-c2ccccc2)[C@@]12C(=O)Nc1ccc(Cl)cc12,95,94,87,95,94,101,90,98,73
C1CC2C(CCCC23OCCO3)C2(C1)OCCO2 (configuration not stated),131,112,106,119,108,120,106,109,90
COc1ccc(-c2ccn(S(=O)(=O)c3ccc(C)cc3)n2)cc1,112,nt,63,90,73,87,84,90,93
O=c1[nH]nc(-c2ccc(Cl)c(Cl)c2)cc1Cc1ccccc1,120,110,91,102,103,105,109,104,87
CCCC(C)NCCNc1cc(OC)cc2cccnc12 (configuration not stated),108,105,104,107,96,98,114,99,nt
Clc1ccc(C2=NN(c3cc(Cl)cc(Cl)c3)C(c3sc(Cl)nc3Cl)C2)cc1 (configuration not stated),116,98,103,103,99,111,98,110,102
NCC(=O)NCC(=O)NC1(C(=O)O)CCCC1,104,107,117,107,105,103,108,111,82
Cc1sc(-n2nnc(C(=O)O)c2C)c(C(=O)O)c1C,103,105,108,107,100,105,103,105,96
Cc1nn(-c2ccccc2)c2sc(C(=O)Nc3ccc(Cl)cc3)cc12,114,104,120,103,111,111,102,108,142
Cc1cccc(CS(=O)(=O)NCc2ccc(N3CCCC3)cc2)c1,105,106,84,103,94,105,90,95,89

An excerpt of the results above, as a working copy:
smiles,COLO 205,HT29,A498,KM12,HCT-116,HCC-2998,HCT-15,SW-620,SNB-75
N#CC1=C(c2ccccc2)Nc2c(c(-c3ccccc3)nn2-c2ccccc2)[C@@]12C(=O)Nc1ccc(Cl)cc12,95,94,87,95,94,101,90,98,73
C1CC2C(CCCC23OCCO3)C2(C1)OCCO2 (configuration not stated),131,112,106,119,108,120,106,109,90

Additional entries follow:
smiles,COLO 205,HT29,A498,KM12,HCT-116,HCC-2998,HCT-15,SW-620,SNB-75
O=c1/c(=C/Nc2nccs2)sc2ncnn12,105,101,101,104,94,95,106,108,101
O=C(Nc1cccc(Cl)c1)Nc1nc2ccc(-c3ccsc3)cc2s1,74,44,131,47,52,77,39,60,107
O=C1Nc2ccc(F)cc2/C1=C\c1c(-c2ccccc2)nc2ncccn12,118,nt,92,74,90,102,96,105,101
Nc1nc(Nc2ccccc2)n(Cc2cccc(Br)c2)n1,133,122,117,109,97,107,106,119,105
CCOC(=O)c1cnn(C)c1N,112,95,45,102,98,nt,98,111,99
c1ccc2c(c1)nc(-c1cscn1)n2Cc1ccc(-c2nn[nH]n2)cc1,93,92,106,84,98,101,104,96,99
CC(=O)Nc1cccc2cc(O)ccc12,104&110&106,96&107&115,109&108&99,103&91&110,91&103&86,95&108&115,100&107&112,99&92&104,75&101&91
O=S(=O)(c1ccc(C(F)(F)F)cc1)N1CCN(c2nccc(-c3c(-c4cccc(F)c4)nc4sccn34)n2)CC1,101,91,nt,100,91,99,88,89,85
CCOC(=O)CC1=Nc2ccccc2SC1,95,100,113,108,90,101,105,97,70
CCCCCCCCCC(=O)CCCCCCC,110,105,95,103,91,116,98,97,86

Compound profiles, from the list above:
CCOC(=O)CC1=Nc2ccccc2SC1 as listed: COLO 205 = 95; HT29 = 100; A498 = 113; KM12 = 108; HCT-116 = 90; HCC-2998 = 101; HCT-15 = 105; SW-620 = 97; SNB-75 = 70
CCCCCCCCCC(=O)CCCCCCC as listed: COLO 205 = 110; HT29 = 105; A498 = 95; KM12 = 103; HCT-116 = 91; HCC-2998 = 116; HCT-15 = 98; SW-620 = 97; SNB-75 = 86

New compounds follow
smiles,COLO 205,HT29,A498,KM12,HCT-116,HCC-2998,HCT-15,SW-620,SNB-75
COCCn1cc(-c2nc(-c3cn(CCOC)c4ncccc34)cs2)c2ccccc21,19,89,123,21,80,42,18,115,65
O=[N+]([O-])c1ccc(NS(=O)(=O)c2ccccc2)c(Cl)c1,nt,102,70,102,103,86,105,94,78
CN(C)/C=C1\SC(=Nc2ccc(Cl)cc2)NC1=O,119,110,95,106,104,104,103,100,96
NC(=O)c1ccco1,118,103,83,108,95,98,110,100,96
CCC(Br)(CC)C(=O)c1ccc(OCC(=O)O)c(Cl)c1Cl,108,110,97,103,102,92,103,112,93
CCCCCc1c(C)[nH]c(/C=C2\N=C(c3ccc[nH]3)C=C2OCc2ccccc2)c1C,-84*[100 µM],-81*[100 µM],-79*[100 µM],-81*[100 µM],-95*[100 µM],-88*[100 µM],-60*[100 µM],-35*[100 µM],-78*[100 µM]
O=c1[nH]c(N2CCOCC2)nc2c(-c3cccc4c3sc3ccccc34)cc(Cl)cc12,102,83,101,94,65,105,104,101,71
COc1cc(-c2nc3sc(C4CC4)nn3c2-c2ccc(C(F)(F)F)cc2)cc(OC)c1OC,75,69,73,83,65,85,71,84,36
COc1cc(C)ccc1Oc1nc(Nc2ccc(N3CCOCC3)cc2)ncc1NCc1cc(C(F)(F)F)cc(C(F)(F)F)c1,106,70,13,81,49,93,89,100,77
CC(C)C(C(N)=O)c1ccccc1 (configuration not stated),103,100,107,107,106,101,100,107,100
NC(=S)NCCN1CCOCC1,114,119,120,105,108,132,110,107,123
COc1cc(C2=NN(C(C)=O)C(c3sc(Cl)nc3Cl)C2)cc(OC)c1OC (configuration not stated),105,86,95,109,93,83,96,107,84
Cc1ccccc1-n1nnc(C(=O)Nc2ccc(-c3ccccc3)cc2)c1C,80[50 µM],72[50 µM],71[50 µM],83[50 µM],38[50 µM],91[50 µM],70[50 µM],88[50 µM],103[50 µM]
N#Cc1c2c([nH]c(=O)c1C#N)CCC2,108,113,111,96,113,96,100,100,89
CCOC(=O)/C(=C/c1ccc(OC)cc1)C(=O)c1ccccc1,95,96,108,54,45,102,71,69,nt
CCCNC(=O)Oc1ccc(/C(=C(\C)c2ccccc2)c2ccc(OCCN3CCCCC3)cc2)cc1,38,4.1*,nt,59,46,87,19,81,89
CC1=[N+](C)C(C)(C)CC(C)O1 (configuration not stated),144,116,100,104,99,120,105,106,94
N#C/C(=C\c1ccc(Br)cc1)n1nnc2ccc(F)cc21,-13*,3.6*,-16*,-25*,-75*,-64*,-18*,-48*,0.3*
NNC(=O)c1ccc(NS(=O)(=O)Cc2ccccc2)cc1,93,91,76,100,98,106,101,100,83
CC(=O)Nc1c(Cl)cc2c(c1Cl)Cc1ccccc1-2,112,106,94,97,99,107,100,103,95
CCN(CC)c1ccc(N)cc1Cl,116,103,98,101,115,nt,101,104,87
O=C(Cn1cc(CSc2nnc3oc4ccccc4n23)nn1)Nc1cccc(Cl)c1,98,82,106,71,72,85,62,103,51
COc1cccc(-c2nn(-c3ccccc3)cc2-c2ccnc(NCCNC(=O)Nc3ccccc3)c2)c1,50,30,44,38,35,39,39,72,68
O=C1CC(C2=CCCCC2)C(=O)O1 (configuration not stated),108,99,82,97,103,104,103,102,85
CN1CCN(C)c2ccncc2C1=O,114,98,104,100,100,109,98,104,107
O=C1OC2C(I)C3CC2C1C3c1ccccc1 (configuration not stated),125,99,114,108,97,105,105,96,74
O=C(Nc1cccc(Cn2c(=O)[nH]c3ccc(Oc4ncccn4)cc3c2=O)c1)Nc1c(Cl)cccc1Cl,114,106,112,103,116,107,98,105,105
CC(C)C(=O)NCc1ccccc1,108,105,97,104,104,100,113,101,99
O=C(O)CCC(=O)Nc1ccccc1,120,103,102,109,105,104,99,105,100
Cc1nn(-c2nc3ccccc3[nH]2)c(N)c1-c1ccc(Cl)cc1,39,62,27,34,30,61,26,43,70
CCOC(=O)/C(N=O)=C(/O)c1ccncc1,118,90,116,113,103,99,101,112,106
COc1ccc2cc(S(=O)(=O)O)ccc2c1N,120,109,129,106,86,nt,115,102,82
C=C(OC1CC(Oc2ccc(C(C)C)cc2)(C(C)C)CCC1(C)O)C(O)(CCC(C)(O)C(=O)OC1(C(C)C)CC=C(C)CC1)C(C)C (configuration not stated),nt,102,nt,103,98,102,95,99,91
CCC(C)c1ccc(OCC(C)OC(=O)Cc2ccccc2)cc1 (configuration not stated),103,94,110,101,86,109,111,108,92
CCCNC(C)(C)COC(=O)c1ccccc1,116,100,81,104,98,107,104,111,109
Cc1ccc(-c2cnc3sc(C(=O)NCc4ccccc4)c(C)n23)cc1,118,108,109,104,104,106,100,103,92
O=C(Nn1cnc2ccccc21)N1CCCC1,117,109,115,116,85,84,112,109,107
O=C(/C=C/C12c3ccccc3C(c3ccccc31)C1C(=O)N(c3ccc(Cl)cc3)C(=O)C12)c1ccccn1 (configuration not stated),nt,1.5*,nt,-61*,-69*,-87*,-35*,-12*,-19*
NNC1=NC(c2cccc([N+](=O)[O-])c2)c2sc3ccc(Cl)cc3c2N1 (configuration not stated),101,113,109,98,100,117,105,106,89
CCOC(=O)c1ccc2c(c1N1CCOCC1)N(O)ON2,119,98,93,100,102,109,92,110,91
CCN(CC)C(=O)c1ccccc1C,104,94,94,91,104,112,102,101,84
Cn1ccnc1C(=O)/C=C/c1ccc(C(=O)Nc2ccccc2O)cc1,56,25,56,15,12,83,7.1*,10,46
Cc1nc2cnc(N)c(C#Cc3cncc(C(=O)Nc4ccc(CN5CCN(C)CC5)c(C(F)(F)F)c4)c3)c2nc1C,-18*,7.2*,-81*,-17*,0.3*,12,2.8*,-21*,-5.4*
CS(=O)c1nccc(-c2c(-c3ccc(F)c(OCc4ccc(F)cc4)c3)nc3sccn23)n1 (configuration not stated),100,28,88,55,20,10,59,73,94
CCN1CCN(c2nc(NNC(=O)c3cccc(OC)c3)nc(N3CCN(C(c4ccccc4)c4ccccc4)CC3)n2)CC1,-32*,9.4*,75,26,27,-16*,15,70,62
N#CC1=C(N)n2nc(-c3ccncc3)nc2NC1c1cccc2ccccc12 (configuration not stated),106,98,90,98,88,105,90,100,68
CC(C)C(C)(NS(=O)(=O)c1ccccc1)C(=O)O (configuration not stated),108,95,98,101,99,102,95,107,92
O=[N+]([O-])c1ccc(OCCCCOc2ccccc2)c(Cl)c1,120,88,90,112,100,nt,96,100,97
NC(=S)N/N=C1\C=CCCC1,104,nt,112,103,101,109,96,109,91
